High-throughput results (PubChem BioAssay)
Growth percent in the NCI-60 one-dose screen (48 h, 10 µM unless noted): 100 = growth as untreated, 0 = no growth, -100 = all killed.
OVCAR-8 = OVCAR-8 ovarian cancer. 81,000 compounds, 4.4% hits. AID 1794782
NCI/ADR-RES = NCI/ADR-RES ovarian cells | 81,000 compounds, 4.4% hits | AID 1794790
SK-OV-3 = SK-OV-3 ovarian cancer cells. 80,000 compounds, 3.2% hits. AID 1794785
OVCAR-3 = OVCAR-3 ovarian cancer; 79,000 compounds, 7% hits; AID 1794787
OVCAR-4 = OVCAR-4 ovarian cancer cells. AID 1794784. 80,000 compounds, 3.7% hits
IGROV1 = IGROV1 ovarian cancer | 79,000 compounds, 4.7% hits
OVCAR-5 = OVCAR-5 ovarian cancer | AID 1794783 | 82,000 compounds, 2.9% hits
DU-145 = DU-145 prostate cancer; 81,000 compounds, 4.2% hits; AID 1794760
* = called active by the depositor; nt = no result given; & = joins results of further samples. Rule for the calls: active = growth percent below 10; inactive = the rest. Outcome played no part in choosing rows; about 9.5% have a hit in one of these screens.

SMILES	OVCAR-8	NCI/ADR-RES	SK-OV-3	OVCAR-3	OVCAR-4	IGROV1	OVCAR-5	DU-145
COc1ccc(/C=N\Nc2nc(SCC(C)C)nc(-c3ccc(OC)cc3)c2C#N)cc1	39	42	-17*	9.6*	-60*	-16*	56	65
COc1ccc(C2=NOC(CC(=O)N(CCO)CCO)C2)cc1OC1CCCC1 (stereo not drawn)	102	101	nt	114	102	106	99	105
COC(=O)C(C)CSCc1ccccc1 (stereo not drawn)	105	103	95	99	105	102	91	104
COc1ccc(-c2nc(N/N=C/c3ccc(OC)c(O)c3)nc(N3CCOCC3)c2C#N)cc1	83	84	93	95	84	61	98	96
COc1cc(OC)c(C(=O)c2ccccc2[N+](=O)[O-])c(OC)c1	103	99	104	111	96	118	118	129
CC(=O)NCCCCCCN1CCCCC1	105	101	102	102	111	107	90	109
NC(=O)CCc1nc(N)nc(N)n1	102	101	84	108	103	100	91	112
Cc1cc(C)nc(NS(=O)(=O)c2ccc(NCn3cnc4ccccc43)cc2)n1	98	102	103	131	104	93	92	121
Cn1c(=O)c2c(c3ccccc31)Oc1ncn3nc(-c4ccco4)nc3c1C2c1ccc(Cl)cc1 (stereo not drawn)	99	98	112	114	98	98	104	109
CCOc1ccc(Nc2cccc3ccccc23)cc1	100	95	96	95	79	90	86	110

Whole records from above. Order of values: OVCAR-8 | NCI/ADR-RES | SK-OV-3 | OVCAR-3 | OVCAR-4 | IGROV1 | OVCAR-5 | DU-145
COc1ccc(/C=N\Nc2nc(SCC(C)C)nc(-c3ccc(OC)cc3)c2C#N)cc1 across the screens: 39 | 42 | -17* | 9.6* | -60* | -16* | 56 | 65
COc1ccc(C2=NOC(CC(=O)N(CCO)CCO)C2)cc1OC1CCCC1 (stereo not drawn) across the screens: 102 | 101 | nt | 114 | 102 | 106 | 99 | 105
Cc1cc(C)nc(NS(=O)(=O)c2ccc(NCn3cnc4ccccc43)cc2)n1 across the screens: 98 | 102 | 103 | 131 | 104 | 93 | 92 | 121
COC(=O)C(C)CSCc1ccccc1 (stereo not drawn) across the screens: 105 | 103 | 95 | 99 | 105 | 102 | 91 | 104
COc1cc(OC)c(C(=O)c2ccccc2[N+](=O)[O-])c(OC)c1 across the screens: 103 | 99 | 104 | 111 | 96 | 118 | 118 | 129

The list continues:
SMILES	OVCAR-8	NCI/ADR-RES	SK-OV-3	OVCAR-3	OVCAR-4	IGROV1	OVCAR-5	DU-145
Cn1cc(-c2cc3nc(-c4c[nH]c5ccc(Br)cc45)cc(N)n3n2)c2ccccc21	-85*	-33*	-66*	-40*	-57*	-57*	-86*	-86*
c1cnc2[nH]cc(-c3nc(-c4ccsc4)cs3)c2c1	97	101	93	84	93	71	111	99
COC(=O)c1c([N+](=O)[O-])ncn1[C@H]1OC[C@@H](OC(C)=O)[C@@H](OC(C)=O)[C@@H]1OC(C)=O	98	123	100	113	110	120	113	119
O=C(Nc1cccc(-n2ccc3c(NC(=O)c4ccccc4)nccc32)c1)Nc1ccc(Cl)c(C(F)(F)F)c1	4.3*	-11*	7.7*	-21*	74	17	28	-19*
O=C1N(Cl)C2(c3ccccc3)N(Cl)C(=O)N(Cl)C2(c2ccccc2)N1Cl (stereo not drawn)	99	113	94	113	99	107	101	113
N#C/C(=C\n1ccc(=O)[nH]c1=S)C(N)=O	94	102	104	112	108	107	106	nt
c1ccc(OCc2ccc(COc3ccccc3)cc2)cc1	117	101	105	115	112	105	95	121
Cc1ncc(CO)c(C=O)c1O	96	104	83	106	104	101	101	105
COC(=O)C1C2CC3c4[nH]c5cc(OC)ccc5c4CCN3CC2CC(O)C1OC (stereo not drawn)	105&92&108	109&100&110	103&113&100	103&102&106	99&103&103	105&100&112	95&101&98	108&115&112
CCCCCCCCCCCCNC(=O)c1cccnc1	94	77	nt	99	nt	109	91	95
N#Cc1nc(CC(=O)c2ccccn2)c(CC(=O)c2ccccn2)nc1C#N	101	103	125	100	89	102	103	99
CCCc1cccc(-c2ccccc2)c1O	102	105	110	112	116	119	107	105
O=C1C(Nc2ccccc2)=CC(c2ccccc2)N1c1ccccc1 (stereo not drawn)	86	95	110	110	59	nt	111	107
O=C(Nc1cccc(Cl)c1)Sc1ccccc1	100	99	92	103	107	96	100	107
CCn1c(=S)[nH]c2c1c(=O)n(C)c(=O)n2C	100	110	113	117	94	103	100	110
CC/C(=C\c1ccc(N(C)C)cc1)c1nc2ccccc2c(=O)[nH]1	106	98	109	116	96	66	93	105
C=C1C(=O)O[C@@H]2C[C@@H](C)CCC(=O)[C@](C)(OC(C)=O)C[C@H](OC(=O)/C(C)=C\C)[C@@H]12	67	97	95	35	81	89	114	37
O=C(O)CCCN1C(=O)/C(=C/c2cn(-c3ccccc3)nc2-c2cccc([N+](=O)[O-])c2)SC1=S	45	49	73	58	72	59	90	51
C/C(Cl)=C/CC1=C(O)c2ccccc2C(=O)C1=O	43	60	63	76	102	66	94	71
COc1cccc(C2=NN(c3ccc(-c4ccccc4)nn3)C(c3ccc(F)cc3)C2)c1 (stereo not drawn)	100	102	96	107	100	89	100	103
COc1ccc2c(c1)/C(=N/c1n[nH]c(=S)s1)C(=O)N2	93	94	148	96	98	75	102	107
CC(C)(C)C(=O)/C=C/c1ccc([N+](=O)[O-])cc1	77	60	99	85	91	96	108	80
Clc1ccc(C2=Nn3c(nnc3-c3cc(Cl)cc(Cl)c3Cl)SC2)cc1	72	5.5*	50	8.6*	75	23	19	-17*
COc1ccc(OC)c(C2OC(c3cc(OC)c4ccccc4c3OC(C)=O)=NN2C(C)=O)c1 (stereo not drawn)	90	88	105	84	71	91	115	102
O=C(NC1CC1)c1cc2n(n1)CC(c1ccccc1)N2 (stereo not drawn)	105	104	nt	112	104	100	96	107
CCCSc1ccc([N+](=O)[O-])cc1[N+](=O)[O-]	101	102	102	112	100	104	102	106
O=C(N/N=C/c1cccc(OCc2ccccc2)c1)c1cnn2c1NC(c1ccccc1)C2 (stereo not drawn)	41	89	76	67	28	85	92	73
CC(C)(C)c1ccc(C(C)(C)C)s1	104	107	105	123	108	95	107	103
C1CSCN1	97	101	105	104	119	110	99	109
CN1CCN(S(=O)(=O)c2ccc(NC(=O)C(Cl)Cl)cc2)CC1	109	106	111	108	100	121	121	103

Only IGROV1, for 4 of the compounds above:
smiles | IGROV1
Clc1ccc(C2=Nn3c(nnc3-c3cc(Cl)cc(Cl)c3Cl)SC2)cc1 | 23
CCCSc1ccc([N+](=O)[O-])cc1[N+](=O)[O-] | 104
COc1ccc2c(c1)/C(=N/c1n[nH]c(=S)s1)C(=O)N2 | 75
C1CSCN1 | 110

The listing continues.
SMILES	OVCAR-8	NCI/ADR-RES	SK-OV-3	OVCAR-3	OVCAR-4	IGROV1	OVCAR-5	DU-145
Cn1nc(SCc2ccccc2)c(=O)[nH]c1=O	107	101	106	108	75	114	112	115
COc1ccc(C[N+](C)(C)Cc2ccc(OC)cc2)cc1	104	99	98	106	83	100	104	103
CC(=O)c1c(/C=C/c2ccc(C(F)(F)F)cc2)c2ccccc2[nH]c1=O	62	66	80	81	20	61	85	68
COC(=O)[C@@H]1CCCN1C(=O)[C@H]1CCCN1C(=O)[C@@H](Cc1c[nH]c2ccccc12)NC(=S)Nc1cc(C(F)(F)F)cc(C(F)(F)F)c1	61	67	70	47	47	29	60	58
COc1ccc(-c2cc(-c3ccccc3)nc(Nc3nc4ccccc4[nH]3)n2)cc1	101	107	100	112	117	86	104	112
N#Cc1c(-c2ccc(Cl)cc2)nc(SCc2nnc(-c3ccc(Cl)cc3)o2)[nH]c1=O	98	108	93	106	113	100	102	110
NCC1=C(c2ccccc2)Nc2ncc(-c3ccc(Br)cc3)n2C1O (stereo not drawn)	97	103	82	89	84	75	87	95
O=[N+]([O-])c1c(F)cc(F)cc1F	112	113	110	117	128	102	101	115
O=C(CN(C(=O)c1ccccc1)C(=O)c1ccccc1)OCc1ccccc1	88	102	100	103	90	103	113	114
N#CC(C#N)=CNc1cccc(Cl)c1	105	105	104	98	97	110	114	100
COc1ccc(/C=N/NC(=O)c2ncc[nH]2)c(OC)c1OC	102	105	122	113	nt	109	99	111
Cn1c(=O)[nH]c(N)c(Br)c1=O	94	110	102	115	nt	96	114	110
CCCCCc1cc[n+](CC(=O)c2ccc([N+](=O)[O-])cc2)cc1	77	110	94	59	26	110	109	79
CN(O)c1nc(N(C)O)nc(N2CCOCC2)n1	34	22	8.5*	5.4*	1.1*	20	69	39
O=C1CCC(Nc2ccccc2)N1 (stereo not drawn)	105	93	109	108	108	90	103	114
Cc1cc2c(cc1C)[n+](Cc1ccc3ccccc3n1)cn2Cc1ccc2ccccc2n1	6.5*	96	0.9*	3.6*	8.4*	-4.2*	24	24
COc1ccc(/C(C)=N/N=C(\C)c2ccc(OC)cc2)cc1	101	103	96	102	104	92	99	nt
COc1ccc(C2(C)C(C#N)C(=O)NC(=O)C2C#N)cc1 (stereo not drawn)	100	98	92	108	102	118	99	103
N#Cc1nc(-c2ccccc2)oc1N1CCCC1CO (stereo not drawn)	101	115	133	98	100	98	95	103
CCOC(=O)c1c2c(c(C)n1C)-c1ncncc1CC2	100	109	85	154	102	nt	84	105
O=C(Nc1ccccc1Cl)NN1CCCCCC1	101	100	104	104	100	108	97	105
CC1CC(O)C2C3(C)CCCC2(COC3=O)C12CCC1(CCOC1=O)O2 (stereo not drawn)	127	111	105	110	103	113	104	105
C(=C\c1ccncc1)/c1ccccc1	99	108	111	116	nt	103	100	98
NC(N)=N/N=C/c1cccc(F)c1	107	104	98	105	100	98	102	128
Cn1cccc([N+](=O)[O-])c1=O	102	nt	114	108	102	97	104	105
NS(=O)(=O)c1ccc(N/C=C/C(=O)c2cc3cc(Br)ccc3oc2=O)cc1	104	103	95	99	92	100	98	104
CSCCC(NC(=O)CCc1nc2c(=O)[nH]c(=S)[nH]c2[nH]c1=O)C(=O)O (stereo not drawn)	106	99	98	105	103	110	99	102
c1ccc(-c2onc3ccc(-n4nncc4C4CCCO4)cc23)cc1 (stereo not drawn)	94	107	95	107	106	108	104	109
Fc1cc(-c2n[nH]c(=S)n2/N=C/c2ccc(Cl)cc2Cl)c(Cl)cc1Cl	93	108	104	93	90	104	102	105
S=c1[nH]c2ccc(Cl)cc2[nH]1	94	92	101	100	91	103	82	98
CCCCCC(=O)c1ccc(O)cc1O	88	114	112	109	109	109	101	108
CCCC(CC)N(c1ccc(OC)cc1)c1nc(-c2ccc(Br)cc2)cs1 (stereo not drawn)	94	109	91	105	79	90	101	96
CCOC(=O)C(CN(C)Cc1cc(Cl)cc(Cl)c1O)C(=O)OCC	99	104	99	103	103	107	114	108
COc1ccc(S(=O)(=O)ON=C2C=C(C)C(=O)C(C)=C2)cc1	93	98	67	69	55	95	103	101
O=C1NC(=S)S/C1=C/c1ccc(OCc2cn(-c3ccc(S(=O)(=O)Nc4nccs4)cc3)nn2)cc1	100	108	84	111	107	107	110	108
COc1ccc(NC(=O)CSc2oc(-c3ccccc3)nc2S(=O)(=O)c2ccc(C)cc2)c(OC)c1	94	92	89	97	92	99	116	102
N#C/C(=C\c1cccs1)c1nc(-c2ccc(Cl)cc2)cs1	96	114	109	126	94	106	101	119
Clc1ccc2c(NCCN3CCN(c4ccnc(N5CCCC5)n4)CC3)ccnc2c1	37	49	90	41	58	48	69	58
CN1C(=O)[C@H]2c3c(cccc31)[C@H]1[C@@H](OC(N)=O)[C@H](CCC1(C)C)C2(C)C	98	104	93	105	101	103	104	106
Cc1c(Cl)cccc1N1C(=O)CC(Sc2ccccc2N)C1=O (stereo not drawn)	88	78	91	94	82	85	95	110
N=C(N)c1ccc(CNC[C@@H]2CN(c3ccc(N4CCC(C(=O)O)CC4)cc3)C(=O)O2)cc1	101	104	104	110	102	100	96	101
CCNC(=O)C(=O)[C@H](Cc1ccccc1)NC(=O)c1[nH]c2ccccc2c(=O)c1C	98	99	108	97	80	102	102	101
C/C(=C(/C)C1CC1CCNC1CN(C(=O)OC(C)(C)C)C1)c1ccccc1 (stereo not drawn)	106	108	118	nt	109	111	103	109
O=C(Cc1ccccc1)Nc1cn(-c2ccccc2)[nH]c1=O	108	115	110	128	101	108	114	126
COc1ccc(/C(C)=C(\c2ccc(OCCCN(C)C)cc2)c2ccc(OC(=O)C3CCCCC3)cc2)cc1	87	93	98	99	100	99	89	97
O=c1c2cc(F)ccc2sc2c(Nc3cccnc3)nc3ccccc3c12	89	90	94	108	105	74	58	107
CCc1c(Cl)nc(N)nc1Nc1ccccc1Cl	100	91	99	102	83	108	99	108
CC(C)C1C2=C(NCCN1C(=O)Cc1ccccc1)C(C)(C)N(Cc1ccccc1)C2=O (stereo not drawn)	100	99	93	102	104	99	102	104
Cc1ccc(Sc2nnc(/N=C3\C(=O)Nc4ccccc43)s2)cc1	101	101	110	106	113	89	102	114

Some of these compounds in order of length of the SMILES, ascending:
SMILES	OVCAR-8	NCI/ADR-RES	SK-OV-3	OVCAR-3	OVCAR-4	IGROV1	OVCAR-5	DU-145
CCc1c(Cl)nc(N)nc1Nc1ccccc1Cl	100	91	99	102	83	108	99	108
O=c1c2cc(F)ccc2sc2c(Nc3cccnc3)nc3ccccc3c12	89	90	94	108	105	74	58	107
CC(C)C1C2=C(NCCN1C(=O)Cc1ccccc1)C(C)(C)N(Cc1ccccc1)C2=O (stereo not drawn)	100	99	93	102	104	99	102	104
